IDH1 R132H inh: IDH1 R132H (human) inhibition. actives 0.18% (n = 70,000). O75874. AID 624101. IDH1 R132H reductase, diaphorase/resazurin fluorescence, 60 min. inhibition, % at 10 µM; in the data active = inhibition above about 34%;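 also: 0% = DMSO and 100% = no enzyme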
Target sequence (O75874 whole entry R132H): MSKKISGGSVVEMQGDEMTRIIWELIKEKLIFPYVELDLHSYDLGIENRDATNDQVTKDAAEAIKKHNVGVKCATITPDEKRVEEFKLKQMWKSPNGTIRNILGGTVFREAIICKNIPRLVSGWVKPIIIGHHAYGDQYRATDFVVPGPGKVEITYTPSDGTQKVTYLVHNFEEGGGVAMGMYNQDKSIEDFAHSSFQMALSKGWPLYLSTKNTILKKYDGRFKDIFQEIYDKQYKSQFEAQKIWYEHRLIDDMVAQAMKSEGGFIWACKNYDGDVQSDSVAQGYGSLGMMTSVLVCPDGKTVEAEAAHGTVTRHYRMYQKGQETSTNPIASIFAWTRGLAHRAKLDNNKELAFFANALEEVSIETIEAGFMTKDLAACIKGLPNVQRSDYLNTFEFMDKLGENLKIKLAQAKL
EZH2 inh: inhibitors of human EZH2/PRC2 methyltransferase; inhibition, % at 12.5 µM; Q15910; actives 0.35% (n = 57,000); AID 651548; PRC2 H3K27 methylation, DELFIA TRF, 1 h;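 active = mean inhibition of replicates at least 50% and every single replicate also reaching 50%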;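 also: dimethyl H3K27 on biotinylated H3 21-44 peptide detected by antibody; plate controls were median neutral control wells for no effect and median positive control wells for full effect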
* = called active by the depositor; · = not tested or not shown. This is a subset; the hit share may differ from the screen's.

SMILES | IDH1 R132H inh | EZH2 inh
C[C@H]1CN([C@@H](C)CO)C(=O)c2cc(NS(=O)(=O)c3ccc(F)cc3)ccc2O[C@H]1CN(C)C(=O)Nc1ccc2c(c1)OCO2 | -1.6 | ·
COCC(=O)Nc1ccc2c(c1)C(=O)N(C)C[C@H](OC)[C@H](C)CN(C(=O)c1cnccn1)[C@H](C)CO2 | 0.2 | 16
C=CC[C@@H]1/C=C(\C)C[C@H](C)C[C@H](OC)[C@H]2O[C@@](O)(C(=O)C(=O)N3CCCC[C@H]3C(=O)O[C@H](/C(C)=C/[C@@H]3CC[C@@H](O)[C@H](OC)C3)[C@H](C)[C@@H](O)CC1=O)[C@H](C)C[C@@H]2OC | 0.7 | ·
CCC(=O)Nc1ccc2c(c1)C(=O)N(C)C[C@H](OC)[C@H](C)CN(Cc1cncnc1)[C@@H](C)CO2 | 0.0 | -9
COc1ccc(C(=O)CSc2nnc(-c3ccccc3)n2-c2ccc(Br)cc2)cc1 | -0.1 | 14
CS(=O)(=O)N(CC(=O)Nc1ccc(Cl)c(Cl)c1)c1ccc(I)cc1 | 0.1 | 37
C[C@H](CO)N1C[C@H](C)[C@H](CN(C)Cc2ccc(C(=O)O)cc2)OCCCC[C@H](C)Oc2ccc(NC(=O)c3ccncc3)cc2C1=O | 2.3 | ·
C[C@H](CO)N1C[C@H](C)[C@H](CN(C)C(=O)Nc2ccccc2F)Oc2ncc(-c3ccc(F)cc3)cc2C1=O | 0.2 | -1
COc1cccc(S(=O)(=O)N[C@@H]2CC[C@H](CCn3cc(-c4ccccn4)nn3)O[C@@H]2CO)c1 | -0.6 | -11
C[C@H]1CCCCO[C@H](CN(C)Cc2ccc3c(c2)OCO3)[C@@H](C)CN([C@@H](C)CO)C(=O)c2cc(NS(=O)(=O)c3cn(C)cn3)ccc2O1 | 4.5 | ·
C[C@@H]1CN([C@H](C)CO)C(=O)Cc2cc(NC(=O)C3CCCCC3)ccc2O[C@H]1CN(C)C(=O)Nc1ccc(F)cc1 | 0.2 | 9
C[C@@H]1CN([C@H](C)CO)C(=O)Cc2cc(NS(=O)(=O)c3ccc(F)cc3)ccc2O[C@H]1CN(C)Cc1ccc(-c2ccccc2)cc1 | 0.1 | ·
CCOc1ccc(NS(=O)(=O)c2cc(C(=O)O)ccc2OC)cc1 | 0.5 | -12
CCCC#Cc1ccc2c(c1)O[C@@H](CN(C)C(=O)CN(C)C)[C@H](C)CN([C@H](C)CO)S2(=O)=O | 0.4 | -17
O=C(O)CCc1ccc(-c2ccc(F)cc2)n1-c1ccc(C(=O)O)cc1 | 0.6 | -3
COc1ccc(NC(=O)N[C@@H]2C=C[C@H](CC(=O)NC3CCC3)O[C@H]2CO)cc1 | 0.1 | -8
C[C@@H]1CN([C@@H](C)CO)C(=O)c2cc(NC(=O)Nc3ccc(F)cc3)ccc2O[C@@H](C)CCCCO[C@@H]1CN(C)Cc1ccc(C(=O)O)cc1 | 6.4 | ·
COc1ccc(S(=O)(=O)N(C)C[C@H]2OCCCC[C@@H](C)Oc3ccc(NC(=O)Cc4ccccc4)cc3C(=O)N([C@@H](C)CO)C[C@H]2C)cc1 | 1.0 | ·
Cc1noc(C)c1S(=O)(=O)Nc1ccc2c(c1)C(=O)N([C@@H](C)CO)C[C@H](C)[C@H](CN(C)C(=O)Nc1ccc(C(F)(F)F)cc1)OCCCC[C@H](C)O2 | 1.9 | ·
O=C(CN1CCOCC1)NCC[C@@H]1CC[C@@H](NC(=O)Nc2ccc(C(F)(F)F)cc2)[C@@H](CO)O1 | -0.3 | -2
CCCN(C)C[C@@H]1Oc2cc(C#CCOC)ccc2S(=O)(=O)N([C@H](C)CO)C[C@@H]1C | 0.2 | 1
C[C@@H]1CN([C@@H](C)CO)C(=O)Cc2cc(NC(=O)C3CC3)ccc2O[C@H]1CN(C)Cc1ccncc1 | 26 | 1
C[C@H]1CCCCO[C@@H](CN(C)Cc2ccncc2)[C@@H](C)CN([C@@H](C)CO)C(=O)c2cc(NC(=O)Nc3ccc(C(F)(F)F)cc3)ccc2O1 | 11 | ·
CC(=O)c1cccc(NC(=O)Cn2nc([N+](=O)[O-])c(Br)c2C)c1 | 0.0 | 0
O=C(COc1ccccc1[N+](=O)[O-])Nc1ccc2oc(-c3ccc(F)cc3Cl)nc2c1 | 1.1 | 9
COc1cccc(NC(=O)N(C)C[C@@H]2Oc3ncc(C#Cc4ccncc4)cc3C(=O)N([C@H](C)CO)C[C@H]2C)c1 | 0.3 | 0
COCC#Cc1ccc2c(c1)O[C@H](CN(C)Cc1ccccc1F)[C@H](C)CN([C@H](C)CO)S2(=O)=O | -1.6 | -1
CC(C)NC(=O)Nc1ccc2c(c1)C(=O)N([C@@H](C)CO)C[C@H](C)[C@@H](CN(C)C(=O)CCCN(C)C)OCCCC[C@H](C)O2 | 3.5 | -12
C[C@H]1CN([C@@H](C)CO)C(=O)c2cc(NC(=O)Nc3ccc(C(F)(F)F)cc3)ccc2O[C@H]1CN(C)Cc1ccc(C(=O)Nc2ccccc2N)cc1 | 2.2 | -23
C[C@@H]1CCCCO[C@@H](CN(C)Cc2ccccc2)[C@H](C)CN([C@H](C)CO)C(=O)c2cc(NS(=O)(=O)c3cn(C)cn3)ccc2O1 | 3.6 | ·

Ordered by heavy-atom count (ascending): 3 of the compounds above.
SMILES | IDH1 R132H inh | EZH2 inh
CC(=O)c1cccc(NC(=O)Cn2nc([N+](=O)[O-])c(Br)c2C)c1 | 0.0 | 0
C[C@@H]1CN([C@@H](C)CO)C(=O)Cc2cc(NC(=O)C3CC3)ccc2O[C@H]1CN(C)Cc1ccncc1 | 26 | 1
C[C@H]1CCCCO[C@@H](CN(C)Cc2ccncc2)[C@@H](C)CN([C@@H](C)CO)C(=O)c2cc(NC(=O)Nc3ccc(C(F)(F)F)cc3)ccc2O1 | 11 | ·

New compounds follow.
SMILES | IDH1 R132H inh | EZH2 inh
CC(C)C#Cc1ccc2c(c1)O[C@@H](CN(C)C(=O)CN(C)C)[C@H](C)CN([C@@H](C)CO)S2(=O)=O | 2.9 | -3
C[C@H](CO)N1C[C@H](C)[C@H](CN(C)S(=O)(=O)c2ccc(Oc3ccccc3)nc2)OCc2cnnn2CCCC1=O | -0.3 | ·
C[C@@H]1CN([C@@H](C)CO)C(=O)c2cc(C3=CCCC3)cnc2O[C@H]1CN(C)C(=O)Nc1cccc(F)c1 | -2.5 | 7
C[C@H](CO)N1C[C@H](C)[C@H](CN(C)S(C)(=O)=O)Oc2ccc(NC(=O)CCC(F)(F)F)cc2C1=O | -1.7 | -4
C[C@@H]1CN([C@H](C)CO)C(=O)Cc2cc(NC(=O)CCC(F)(F)F)ccc2O[C@H]1CN(C)C(=O)Nc1ccc2c(c1)OCO2 | -0.6 | 9
FC(F)(F)c1ccnc(Oc2ccc(C3=NCCS3)cc2)c1 | 0.5 | 11
Cn1c(NCCO)nc2c1c(=O)n(Cc1ccccc1Cl)c(=O)n2C | -1.0 | -25
O=C(C[C@H]1C[C@H]2c3cc(NC(=O)C4CCC4)ccc3O[C@H]2[C@@H](CO)O1)NCc1ccccc1 | -0.5 | 0
Cc1ccccc1N=C(N)Nc1ccccc1C | -1.4 | 5
C[C@@H]1CN([C@H](C)CO)C(=O)c2cccc(NS(C)(=O)=O)c2O[C@H]1CN(C)Cc1ccc(Cl)c(Cl)c1 | · | 8

Reprinted from the part before: 5 entries; new compounds follow.
SMILES | IDH1 R132H inh | EZH2 inh
FC(F)(F)c1ccnc(Oc2ccc(C3=NCCS3)cc2)c1 | 0.5 | 11
Cn1c(NCCO)nc2c1c(=O)n(Cc1ccccc1Cl)c(=O)n2C | -1.0 | -25
O=C(C[C@H]1C[C@H]2c3cc(NC(=O)C4CCC4)ccc3O[C@H]2[C@@H](CO)O1)NCc1ccccc1 | -0.5 | 0
Cc1ccccc1N=C(N)Nc1ccccc1C | -1.4 | 5
C[C@@H]1CN([C@H](C)CO)C(=O)c2cccc(NS(C)(=O)=O)c2O[C@H]1CN(C)Cc1ccc(Cl)c(Cl)c1 | · | 8
C[C@@H]1CN([C@@H](C)CO)C(=O)c2cc(NS(C)(=O)=O)ccc2O[C@@H]1CN(C)Cc1ccccc1 | 0.0 | -6
COc1cc2c(cc1OC)-c1onc(-c3ccc(OCCO)cc3)c1CCCN(CC(C)O)CC2 (stereo not drawn) | · | -4
CCC(=O)N1C[C@@H](C)[C@H](OC)CN(C)C(=O)c2ccc(NC(=O)c3ccccc3)cc2OC[C@@H]1C | -0.4 | 8
C[C@H]1CN([C@@H](C)CO)C(=O)c2cccc(NC(=O)c3nc4ccccc4s3)c2O[C@H]1CN(C)S(=O)(=O)c1cn(C)cn1 | -1.1 | ·
CC(C)CC#Cc1cnc2c(c1)C(=O)N([C@H](C)CO)C[C@@H](C)[C@H](CN(C)Cc1ccccc1)O2 | -0.6 | ·
COc1ccc(-c2nn(C)c(=O)c3ccccc23)cc1NC(=O)Cn1nc(C)c2ccccc2c1=O | -0.3 | -13
CO[C@H]1CC[C@@H]2CCN(C)C(=O)[C@@H](C)[C@H](OC)CN(C)C(=O)c3cccc(C#N)c3OC[C@H]1O2 | 0.4 | 4
C[C@@H]1CN([C@H](C)CO)C(=O)c2cc(NC(=O)CCCN(C)C)ccc2O[C@@H]1CN(C)S(=O)(=O)c1ccccc1 | 0.4 | -5
COc1cccc(S(=O)(=O)N[C@H]2CC[C@@H](CCn3cc(-c4ccccc4)nn3)O[C@H]2CO)c1 | -0.3 | 4
COc1ccc(CN(C)C[C@H]2Oc3ccc(NC(=O)NC(C)C)cc3CC(=O)N([C@H](C)CO)C[C@H]2C)cc1 | 2.3 | ·
COc1ccc(S(=O)(=O)N(C)C[C@@H]2Oc3ncccc3C(=O)N([C@H](C)CO)C[C@@H]2C)cc1 | 10 | 2
C[C@H]1CCCCO[C@@H](CN(C)C(=O)CCCN(C)C)[C@@H](C)CN([C@@H](C)CO)C(=O)c2cc(NC(=O)Nc3ccccc3)ccc2O1 | -1.8 | ·
C[C@@H]1CCCCO[C@H](CN(C)S(=O)(=O)c2ccc(F)cc2)[C@@H](C)CN([C@H](C)CO)C(=O)c2cc(NS(=O)(=O)c3cccs3)ccc2O1 | 0.7 | ·
CO[C@H]1O[C@H](CO)[C@@H](OC(=O)Nc2ccccc2-c2ccccc2)[C@H](OC(=O)Nc2ccccc2)[C@H]1OC(=O)Nc1ccccc1 | · | -17
COc1cccc(CNC(=O)C[C@H]2CC[C@H](NC(=O)C3CCOCC3)[C@@H](CO)O2)c1 | 0.1 | -7
COc1cc(NC(=S)NCCN2CCOCC2)c(OC)cc1Cl | 0.1 | 22
O=C(C[C@H]1C=C[C@H](NC(=O)C2CC2)[C@@H](CO)O1)Nc1nccs1 | -0.4 | 4
C[C@@H]1CCCCO[C@@H](CN(C)Cc2ccc3c(c2)OCO3)[C@@H](C)CN([C@@H](C)CO)C(=O)c2cc(NC(=O)Nc3ccc(F)cc3)ccc2O1 | 4.5 | ·
C[C@@H]1CN([C@@H](C)CO)C(=O)Cc2cc(NC(=O)Nc3ccccc3)ccc2O[C@H]1CN(C)Cc1ccc(Cl)c(Cl)c1 | -1.1 | ·
C[C@@H]1CN([C@H](C)CO)C(=O)CCCn2cc(nn2)CO[C@@H]1CN(C)S(=O)(=O)c1cccs1 | 0.2 | ·
COc1ccc(S(=O)(=O)N(C)C[C@H]2Oc3ccc(NS(C)(=O)=O)cc3CC(=O)N([C@@H](C)CO)C[C@@H]2C)cc1 | -1.0 | ·
CCC(=O)Nc1ccc2c(c1)OC[C@@H](C)N(C(=O)C1CCC1)C[C@H](C)[C@H](OC)CN(C)C2=O | 0.1 | -4
O=C(CCCCCC/C=C/c1ccc2c(c1)OCO2)N1CCCCC1 | -0.3 | ·
O=C(CN1CCOCC1)NCC[C@@H]1CC[C@H](NC(=O)Nc2ccc(C(F)(F)F)cc2)[C@H](CO)O1 | -0.1 | 2
CO[C@@H]1CN(C)C(=O)c2cc(NC(=O)C3CC3)ccc2OC[C@H](C)N(CCC(F)(F)F)C[C@H]1C | -0.1 | -4
Cc1ccccc1N1C(=O)c2cc(S(N)(=O)=O)c(Cl)cc2NC1C (stereo not drawn) | 1.1 | ·
CO[C@H]1CN(C)C(=O)c2cc(NC(=O)Nc3ccccc3)ccc2OC[C@@H](C)N(C(=O)Nc2c(C)noc2C)C[C@H]1C | 0.0 | 1
Cc1ccc(C)c(N(CC(=O)Nc2ccc(Br)c(Cl)c2)S(C)(=O)=O)c1 | 0.4 | -2
O=C(Cn1ncc2ccccc2c1=O)Nc1cccc([N+](=O)[O-])c1 | -0.4 | ·
CO[C@H]1CN(C)C(=O)c2cc(NC(C)=O)ccc2OC[C@H](C)N(Cc2ccncc2)C[C@H]1C | 0.2 | 4

In another format: results already given.
| Structure | IDH1 R132H inh | EZH2 inh |
| --- | --- | --- |
| O=C(CCCCCC/C=C/c1ccc2c(c1)OCO2)N1CCCCC1 | -0.3 | · |
| O=C(CN1CCOCC1)NCC[C@@H]1CC[C@H](NC(=O)Nc2ccc(C(F)(F)F)cc2)[C@H](CO)O1 | -0.1 | 2 |
| CO[C@@H]1CN(C)C(=O)c2cc(NC(=O)C3CC3)ccc2OC[C@H](C)N(CCC(F)(F)F)C[C@H]1C | -0.1 | -4 |

The list continues:
SMILES | IDH1 R132H inh | EZH2 inh
Cc1noc(C)c1NC(=O)N[C@@H]1CC[C@H](CCNC(=O)C2CCCCC2)O[C@@H]1CO | 0.0 | 1
CC(C)NC(=O)N(C)C[C@@H]1Oc2ccc(NS(=O)(=O)c3ccccc3)cc2C(=O)N([C@@H](C)CO)C[C@@H]1C | 0.9 | -4
CS(=O)(=O)Nc1ccc2c(c1)[C@H]1C[C@H](CC(=O)NCCc3ccccc3)O[C@H](CO)[C@H]1O2 | 1.7 | 3
C[C@H]1CN([C@@H](C)CO)C(=O)Cc2cc(NC(=O)Cc3cn(C)c4ccccc34)ccc2O[C@@H]1CN(C)Cc1ccc2c(c1)OCO2 | -5.7 | ·

From PubChem BioAssay
